Bioassay records as filed in PubChem BioAssay.
Tau FP inhib: blocks human tau fibril formation measured by polarization; P10636; K18 P301L tau heparin fibrillization, Alexa594 FP, 6 h; Potency, µM (series often up to 57.7 µM), without a hit: at the highest dose activity, negative = inhibition, usual class: inhibitors; hit rate 0.39% among 280,000; AID 1468; further: on the % scale 0 is the no-effect control and ±100 the full control effect; nearly all actives have a fitted effect of over 55% in size
Target sequence (P10636 561-689 P618L limits assumed): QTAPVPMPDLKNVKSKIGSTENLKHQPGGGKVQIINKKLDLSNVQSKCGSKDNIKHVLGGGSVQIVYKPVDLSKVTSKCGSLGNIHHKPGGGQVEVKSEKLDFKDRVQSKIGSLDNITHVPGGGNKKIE
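Human K18 P301L fragment (15 uM unlabeled plus 0.24 uM Alexa 594-labeled) in 100 mM sodium acetate pH 7 with compound, aggregation induced by 20 uM heparin for 6 hr at 37 C. ThT (30 uM) added for 1 hr, then Alexa 594 FP read.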
GLA spleen mod: alpha-galactosidase A (human) modulation; P06280; human spleen homogenate, 4MU-alpha-Gal fluorescence, 40 min; Potency, µM (top dose mostly 80 µM), for inactives: at the top dose activity change, negative = inhibition, hits mostly inhibitors; hit rate 0.008% among 240,000;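 further: 0% = enzyme with vehicle and -100% = no enzyme basal signal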
Target sequence (P06280 32-429 limits assumed): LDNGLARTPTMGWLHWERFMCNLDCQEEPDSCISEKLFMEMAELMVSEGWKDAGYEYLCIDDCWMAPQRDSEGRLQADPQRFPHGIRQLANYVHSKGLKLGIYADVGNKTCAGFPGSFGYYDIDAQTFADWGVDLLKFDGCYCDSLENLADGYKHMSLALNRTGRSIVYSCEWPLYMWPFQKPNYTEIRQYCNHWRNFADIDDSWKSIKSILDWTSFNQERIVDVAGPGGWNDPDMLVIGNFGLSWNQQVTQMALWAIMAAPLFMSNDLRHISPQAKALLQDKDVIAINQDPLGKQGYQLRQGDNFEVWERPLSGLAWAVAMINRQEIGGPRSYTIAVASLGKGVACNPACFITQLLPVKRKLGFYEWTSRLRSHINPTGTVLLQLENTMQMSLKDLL
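Fluorogenic readout (Ex 365/Em 440 nm) of 4-methylumbelliferone released from 1 mM 4-MU-alpha-galactoside by spleen homogenate, 40 min at 37C, pH 5.0. Data normalized to no-enzyme and enzyme controls; Hill-equation AC50 from compound titrations.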
GAA glycogen mod: inhibitors or activators of human alpha-glucosidase glycogen cleavage | Potency, µM (doses to about 76.4 µM), without a hit: top-dose activity change, negative = inhibition, actives largely listed as inhibitors | recombinant GAA, glycogen substrate, Amplex Red glucose oxidase fluorescence | hit rate 0.38% among 300,000 | AID 2100 | P10253;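 further: 0% = full enzyme reaction and -100% = no-enzyme basal signal; the screen sought inhibitors and activators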
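Natural-substrate format: glycogen cleavage by 4 nM human enzyme, glucose read by Amplex Red coupling (Ex 573, Em 610 nm). Normalized to enzyme and no-enzyme controls.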
Tau ThT inhib: inhibitors of human tau fibril formation, thioflavin T binding. AID 1460. Potency, µM (doses to about 57.4 µM), without a hit: at the highest dose activity, negative = inhibition, most hits filed as inhibitors. recombinant tau K18 P301L, heparin-induced fibrillization, ThT fluorescence. hit rate 2.1% among 270,000. P10636; further: on the % scale 0 is the no-effect control and ±100 the full control effect; nearly all actives have a fitted effect of over 55% in size
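Fibril formation assay: tau K18 P301L at 15 uM with trace Alexa 594 label, heparin inducer 20 uM, pH 7 sodium acetate buffer, 37 C for 6 hr; endpoint ThT signal.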
GAA inh: alpha-glucosidase (human) inhibition. Potency, µM (doses to about 76.9 µM), without a hit: top-dose activity change, negative = inhibition, hits mostly inhibitors. P10253. AID 1466. purified human GAA, 4-MU-alpha-glucoside fluorescence. hit rate 0.005% among 200,000;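 further: plate controls were uninhibited enzyme wells for no effect and no-enzyme background for full effect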
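Endpoint fluorogenic read: 20 min room-temperature reaction of 4 nM human alpha-glucosidase with 400 uM 4-methylumbelliferyl-alpha-D-pyranoside, pH 5.0, quenched with 1M NaOH/1M glycine pH 10. AC50 from Hill modeling.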
GAA spleen mod: inhibitors or activators of human alpha-glucosidase in spleen homogenate | human spleen homogenate, 4-MU-alpha-glucoside fluorescence | Potency, µM (highest dose often 79.9 µM), without a hit: at the highest dose activity change, negative = inhibition, most hits filed as inhibitors | hit rate 0.006% among 240,000;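 further: 0% = enzyme with vehicle and -100% = no enzyme basal signal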
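AC50 values come from Hill-equation fits of concentration-response data, normalized to no-enzyme and full-activity controls. Enzyme source: 1 ug human spleen homogenate; 1 mM fluorogenic 4-MU glucoside, pH 5.0 citrate buffer, 37 C, 40 min.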
Tau fluor counter: counter-screen for tau fibril formation inhibitors; tau K18 P301L Alexa594 fluorescence, heparin fibrillization; Potency, µM (series often up to 57.7 µM), without a hit: at the top dose activity change, negative = decrease; hit rate 0.93% among 280,000; further: on the % scale 0 is the no-effect control and ±100 the full control effect; nearly all actives have a fitted effect of over 55% in size
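Human tau K18 P301L (15 uM unlabeled, 0.24 uM Alexa 594-labeled) in 100 mM sodium acetate pH 7 with 20 uM heparin, 6 hr at 37 C. ThT 30 uM added, 1 hr ambient; Alexa 594 FP and total fluorescence read at 555/632 nm.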
HTT ATP protect: cytoprotection in Huntington HTT-Q103 PC12 cell model | PC12 HTT-Q103 induced, cytoprotection, ATP luminescence, 40 h | Potency, µM (highest dose often 56.4 µM), for the others: cytoprotection (ATP increase), actives largely listed as activators | hit rate 0.14% among 230,000 | AID 1471;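 further: % of control where 0% means no effect; nearly all actives have a fitted effect of over 45% in size; toxic huntingtin expression switched on by the ecdysone agonist tebufenozide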
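Compounds were screened for protection of PC12 cells against cell death after tebufenozide induction (100 nM final) of mutant Huntingtin exon 1 (Q103) fused to GFP.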
* marks the source's active call; other numbers are inactive results; ? = inconclusive; . = no result given; & = joins results of further samples; [ ] = remark or other dose. The call rests on the fitted dose curve; in most records, active means well fitted curve in the direction sought with a large enough effect; inconclusive means small, poorly fitted or top-dose-only effect, or another doubt; inactive means no such curve, though single readings can be large; an effect the other way counts as inactive or inconclusive. Potency means the concentration at half of the fitted maximal effect.

Value order – Tau FP inhib, GLA spleen mod, GAA glycogen mod, Tau ThT inhib, GAA inh, GAA spleen mod, Tau fluor counter, HTT ATP protect
COC(=O)CSc1ccc2c(N)c(C(=O)OC)sc2c1
    14%, ?, -2%, ?, -14%, 17%, ?, -13%
COc1ccc(S(=O)(=O)NCc2ccccn2)c(Cl)c1Cl
    -4%, 4%, -5%, 3%, -4%, -2%, 2%, 14%[10 µM]
CCCCn1c(C)cc(C)c(S(=O)(=O)c2ccccc2C)c1=O
    -3%, 3%, -2%, ?, 3%, -5%, -17%, -7%
COC(=O)CC(c1ccc(F)cc1)n1c(C)ccc1C (stereo unspecified)
    -9%, 1%, 3%, ?, 0%, -3%, -13%, 20%
COc1ccc(-c2nc(NC(=O)c3nc4nccc(C)n4n3)sc2C)cc1
    ?, -6%, 6%, ?, -2%, -1%, -13%, -8%[10 µM]
O=C(ONc1ccc(N=NC(=O)c2ccccc2O)cc1)c1ccccc1
    1%, -7%, -3%, 4.5µM*, 0%, -1%, ?, 14%[10 µM]
CCn1c(SCC(=O)Nc2nc(C)cs2)nnc1C(C)NC(=O)c1ccccc1 (stereo unspecified)
    -5%, 12%, 1%, -5%, -10%, 8%, -2%, -12%
COc1ccc(OC(C)C(=O)N2CCCc3ccccc32)cc1 (stereo unspecified)
    -2%, 3%, 13%, -3%, 2%, 3%, -2%, -26%
Cc1ccc2c(c1)-c1[nH]c(=S)ncc1CS2
    ?, 11%, -3%, ?, -5%, ., -11%, 18%
CC(=O)Oc1ccccc1C(=O)O
    -1%&2%, 21%&8%&-8%&-1%, ., -7%&-1%, ., 0%&6%&-1%&-6%, -4%&-2%, 10%
Cc1cccc(C)c1N(CC(=O)N1CCN(c2ccccc2F)CC1)S(C)(=O)=O
    4%, -7%, -12%, 6%, -21%, 1%, 11%, 4%[10 µM]
Cc1cc(NC(=O)CCCC(=O)Nc2ccc(F)cc2)no1
    -9%, 8%, 2%, -5%, -2%, 1%, -4%, -11%[10 µM]
COc1ccc(NC2c3ccccc3C(=O)N2c2ccccn2)cc1 (stereo unspecified)
    1%, 3%, -25%, ?, ., -4%, -28%, 6%[10 µM]
O=C(NCc1ccncc1)c1ccc(Oc2ccccc2)cc1
    4%, 15%, 5%, 1%, -1%, 7%, 2%, 0%[10 µM]
Cc1c(NC(=O)c2cnn3c2NC(c2ccccc2)CC3C(F)(F)F)c(=O)n(-c2ccccc2)n1C (stereo unspecified)
    4%, 2%, 19%, -13%, 0%, 3%, -9%, 7%
Cc1ncc2c(c1OC(=O)c1ccc([N+](=O)[O-])cc1)COC(C)(C)OC2
    0%, 8%, 3%, ?, -3%, 2%, ?, -12%
Cc1ccc(NC(=O)COC(=O)c2cc(Cl)ccc2[N+](=O)[O-])c(C)c1
    -9%, 7%, -3%, -13%, -7%, 0%, -19%, 48%[10 µM]
N#Cc1c(/N=C/c2ccco2)sc2c1CCC2
    -5%, -16%, 22µM*, ?, -10%, 4%, -16%, 5%
O=C(C1CCC(CNS(=O)(=O)c2ccc(Br)s2)CC1)N1CCN(c2ccccc2Cl)CC1 (stereo unspecified)
    -13%, ., 14%[76.3 µM], -18%, ., ., 0%, .
CS(=O)(=O)N1CCCC(C(=O)NCCN2CCC(Cc3ccccc3)CC2)C1 (stereo unspecified)
    -2%, 6%, 3%, -5%, -12%, 0%, -5%, 5%[10 µM]

Three compounds from above, showing only Tau fluor counter and GLA spleen mod.
compound | Tau fluor counter | GLA spleen mod
O=C(NCc1ccncc1)c1ccc(Oc2ccccc2)cc1 | 2% | 15%
COC(=O)CSc1ccc2c(N)c(C(=O)OC)sc2c1 | ? | ?
COc1ccc(-c2nc(NC(=O)c3nc4nccc(C)n4n3)sc2C)cc1 | -13% | -6%

The results go on:
Value order – Tau FP inhib, GLA spleen mod, GAA glycogen mod, Tau ThT inhib, GAA inh, GAA spleen mod, Tau fluor counter, HTT ATP protect
COc1ccc(N2CCN(C(=O)C3CCN(S(=O)(=O)Cc4ccccc4)CC3)CC2)cc1
    -4%, ., -14%[76.3 µM], -8%, ., ., -5%, .
Cc1ccc(S(=O)(=O)Nc2cc(C(=O)N3CCOCC3)ccc2N2CCCCC2)cc1
    -2%, 8%, -26%, -8%, ?, 8%, -6%, -5%
CCOC(=O)N1CCC2(CC1)C(C#N)=C(N)Oc1n[nH]c(CSc3ccc(C)cc3)c12
    ?, -10%, -20%, -12%, 5%, -8%, -21%, -11%[10 µM]
CCc1cc2cc(OC)ccc2nc1SCC(=O)Nc1cc(OC)c(OC)cc1C(=O)O
    1%, 3%, 5%, ?, 4%, -1%, -24%, -14%[10 µM]
Cc1ccc(S(=O)(=O)CCc2nnc(NC(=O)CCl)s2)cc1C
    4%, 2%, 12%, -2%, -4%, 6%, 0%, 16%[10 µM]
Cc1ccc(CNCc2cccnc2)cc1
    5%, 6%, 5%, -3%, -4%, -8%, -4%, 10%
CCOc1ccc(-n2nnc3c(=O)n(CC(=O)Nc4cc(C)on4)cnc32)cc1
    -1%[0.0958 µM], 8%, 8%, ., ., 3%, 7%[0.0958 µM], -14%[10 µM]
O=C(c1ccc(C(F)(F)F)cc1)c1c[nH]c(C(=O)NCCCn2ccnc2)c1
    1%, 3%, 2%, -2%, 0%, -7%, 4%, -11%
CCOc1ccc(NC(=O)c2cc3c(s2)-c2ccccc2OC3)cc1
    -13%, ., 6%[76.3 µM], ?, ., ., ?, .
COc1ccccc1NS(=O)(=O)c1cc(NC(=O)Nc2ccc(Cl)cc2Cl)ccc1N1CCCCC1
    ?, -2%, 1%, 8%, 10%, 2%, -20%, 5%[10 µM]
CCNC(=O)CSc1ncnc2sccc12
    -1%, -2%, -1%, -14%, -4%, -11%, -20%, -6%
COc1ccc(N=Cc2nc(-c3ccccc3)oc2OC(C)=O)cc1
    ?, 6%, 4%, ?, ., -15%, -30%, 16%[10 µM]
Cc1ccc(CSCC(=O)N/N=C/c2sccc2C)cc1
    -1%, -10%, 1%, -18%, -3%, -20%, -26%, -11%
O=C(CCS(=O)(=O)c1cc(Br)cc2c1N(C(=O)C1CC1)CC2)N1CCN(c2ccc(F)cc2)CC1
    -6%, ., -24%[76.3 µM], -17%, ., ., -18%, .
CC(=O)OC[C@@H]1O[C@@H](O/N=C2/C[C@@H](O)[C@@H](O)[C@@H]3[C@@H]4C(=O)N(Cc5ccc6c(c5)OCO6)C(=O)[C@H]4CC[C@@H]23)[C@H](OC(C)=O)[C@H](OC(C)=O)[C@@H]1OC(C)=O
    0%[11.6 µM], 0%[17.5 µM], ., -2%[11.5 µM], ., 0%[17.4 µM], -6%[11.6 µM], 3%[10 µM]
COc1ccc(-c2csc(NC(=O)c3ccc(OCC(=O)N4CCOCC4)c(OC)c3)n2)cc1OC
    ?, 0%, 6%, ?, 0%, 1%, -29%, .
C=CCn1c(C)cc(C(=O)CSc2nc(N)cc(N)n2)c1C
    1%, 4%, -2%, -8%, 4%, -23%, -5%, -79%[inhibitor]
COc1ccc(NC(=O)CSc2cn(CC(=O)N3CCOCC3)c3ccccc23)cc1OC
    -19%, ., 16%[76.3 µM], ?, ., ., -17%, .
N#Cc1c(-n2cccc2C=O)sc2c1CCCC2
    -4%, -1%, 3%, -13%, -6%, 2%, -8%, -44%[inhibitor]
Cc1c(Nc2c3ccccc3nc3ccccc23)c(=O)n(-c2ccccc2)n1C
    -10%, ?, ?, ?, 11%, 19%, -29%, 11%[10 µM]

Continued:
Value order – Tau FP inhib, GLA spleen mod, GAA glycogen mod, Tau ThT inhib, GAA inh, GAA spleen mod, Tau fluor counter, HTT ATP protect
Cc1cc(OCCCCCN2CCCC2)ccc1Cl
    -8%, -5%, 20%, -6%, -6%, -3%, -11%, 0%
COCCNC(=O)c1cc(-c2ccccc2OC)on1
    -4%, 9%, -6%, -10%, -1%[15.4 µM], -8%, -3%, -42%[inhibitor]
CCOc1ccccc1OCCCC(=O)N1CCN(S(=O)(=O)c2cccc(F)c2)CC1
    0%, 11%, -5%, -12%, -9%, -20%, -15%, -15%[10 µM]
Cc1nn(-c2ccccc2)c(C)c1/C=C/C(=O)OCC(=O)Nc1ncc(C(F)(F)F)cc1Cl
    -3%, -2%, 5%, -12%, 1%, -2%, -13%, .
CCc1nn(Cc2cccc(F)c2)c(=O)c2cc3cc(C)ccc3n12
    -13%, ., 14%[76.3 µM], -12%, ., ., -12%, .
S=c1[nH]cc(-c2ccccc2)n1-c1cccc(Cl)c1
    9%, -3%, -1%, -4%, -1%, -10%, -21%, .
Cc1cc(C)nc(NC2=NCCN2C(=O)NC2CCCCC2)n1
    1%, 2%, 1%, -6%, 5%, 7%, 2%, 24%
Cc1ccc(S(=O)(=O)NC(C)C(c2cccs2)N2CCN(c3ccccc3)CC2)cc1 (stereo unspecified)
    8%, 0%, -13%, ?, ?, -10%, -29%, 15%[10 µM]
O=C(Nc1ccc2c(c1)CCC2)c1ccc(Cl)nc1
    -2%, -2%, -1%, ?, -5%, 8%, -10%, -43%[inhibitor]
CCC(=O)Nc1nc2c(OC)ccc(C)c2s1
    -1%, 2%, -5%, 4%, 5%, 1%, 0%, -11%[10 µM]
CC(NC(=O)/C(C#N)=C/c1ccc(Cl)c([N+](=O)[O-])c1)c1ccccc1 (stereo unspecified)
    9%, 3%, 4%, 6%, 5%, -2%, 4%, -49%[inhibitor][10 µM]
COc1ccc(O)c(C=NCC(C)N=Cc2cc(OC)ccc2O)c1 (stereo unspecified)
    4%, 5%, -23%, -20%, -6%, -2%, -20%, ?
CCn1c(=O)c(C(=O)NCc2ccccn2)c(O)c2ccccc21
    -1%, 3%, 1%, -18%, -3%, 6%, -14%, -14%
